Screens (PubChem)
GCN5L2 inh: blocks human GCN5L2 histone acetyltransferase; AID 504327; Q92830; Potency, µM (highest dose often 58.9 µM), for inactives: at the top dose activity change, negative = inhibition, hits mostly inhibitors; GCN5L2 HAT assay, ThioGlo1 CoA-SH fluorescence; actives 0.21% (n = 390,000)
Target sequence (Q92830 whole entry, looked up): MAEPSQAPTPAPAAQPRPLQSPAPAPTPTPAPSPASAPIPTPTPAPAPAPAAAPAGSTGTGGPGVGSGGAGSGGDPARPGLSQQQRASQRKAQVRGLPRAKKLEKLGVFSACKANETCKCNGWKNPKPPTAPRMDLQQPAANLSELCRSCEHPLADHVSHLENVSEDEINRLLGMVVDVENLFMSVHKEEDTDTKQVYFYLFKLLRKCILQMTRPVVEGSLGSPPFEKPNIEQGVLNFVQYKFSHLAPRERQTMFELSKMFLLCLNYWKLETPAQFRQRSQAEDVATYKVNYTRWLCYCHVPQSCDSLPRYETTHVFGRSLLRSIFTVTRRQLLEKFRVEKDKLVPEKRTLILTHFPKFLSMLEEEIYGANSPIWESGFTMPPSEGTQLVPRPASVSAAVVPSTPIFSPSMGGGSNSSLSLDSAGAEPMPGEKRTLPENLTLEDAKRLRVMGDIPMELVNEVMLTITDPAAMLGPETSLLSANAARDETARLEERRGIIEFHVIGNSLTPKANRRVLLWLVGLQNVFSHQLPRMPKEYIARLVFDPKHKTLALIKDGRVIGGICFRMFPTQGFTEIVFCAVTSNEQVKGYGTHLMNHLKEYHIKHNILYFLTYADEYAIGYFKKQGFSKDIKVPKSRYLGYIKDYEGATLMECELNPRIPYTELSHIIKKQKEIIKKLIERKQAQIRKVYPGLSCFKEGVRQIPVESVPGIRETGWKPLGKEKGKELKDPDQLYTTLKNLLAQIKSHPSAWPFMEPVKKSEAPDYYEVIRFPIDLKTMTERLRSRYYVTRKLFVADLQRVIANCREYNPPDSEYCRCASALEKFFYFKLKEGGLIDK
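ThioGlo1-coupled HAT assay: 20nM GCN5L2, 70uM acetyl-CoA, 75uM H3(1-25) peptide, pH 7.5. Fluorescence read at 340/540nm at start and after 20 min at room temperature.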
N370S GC: N370S glucocerebrosidase modulation, Gaucher chaperone candidate; P04062; AID 2101; N370S GC spleen homogenate, 4MU-glucoside fluorescence; Potency, µM (highest dose often 59.4 µM), inactives show top-dose activity change, negative = inhibition, most hits filed as inhibitors; actives 0.092% (n = 330,000);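 note: 0% = full enzyme activity and -100% = no enzyme basal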
FEN1 inh: inhibitors of human flap endonuclease 1 | Recombinant FEN1 flap cleavage, fluorescence, 15 min | Potency, µM (titrated, usually from 114 µM), for the others: at the highest dose activity change, negative = inhibition, usual class: inhibitors | actives 0.35% (n = 390,000) | P39748; note: nearly all actives have a fitted effect of over 65% in size
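Recombinant FEN1 (10 nM) was preincubated with pin-transferred compounds for 15 min at room temperature, then flap DNA substrate (50 nM final) was added. Plates were read at 0 and 15 min, and normalized concentration–response data were fitted to a four-parameter Hill equation.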
Numbers without * were called inactive; ? = inconclusive; . = no result given; & = joins results of further samples; [ ] = remark or other dose. Calls come from the whole dose curve; as a rule, active = well fitted curve in the direction sought with a large enough effect; inconclusive = small, poorly fitted or top-dose-only effect, or another doubt; inactive = no such curve, though single readings can be large; an effect the other way counts as inactive or inconclusive. Unless noted, % is set by controls: 0 for no effect and ±100 for the full control effect; potency is the fitted concentration of half-maximal effect.

The opening seven records as a preview:
SMILES	GCN5L2 inh	N370S GC	FEN1 inh
CCOc1cc(NC(=O)c2cnccn2)c(OCC)cc1NC(=O)c1cccc(F)c1	-1.1%	-2.6%	.
COc1ccc(OC)c(S(=O)(=O)N(C(C)=O)c2ccc3oc(=O)sc3c2)c1	-18.2%	-4.7%	6.9%
CSc1ncc(CO)n1Cc1ccccc1	-1.8%	-14.0%	5.6%
Cn1c(=O)n(CCCc2ccccc2)c(=O)c2c1nc1n2CCN1c1ccc(F)cc1	-7.1%	.	-5.7%
CCN(CC)S(=O)(=O)c1cc(C(=O)Oc2cccc(-c3cnc4ccccc4n3)c2)ccc1OC	-4.2%	6.0%	-17.9%
COc1ccc(C(C)=O)c(Oc2ccc(S(=O)(=O)N3CCOCC3)cn2)c1	-0.5%	.	11.6%
CC(C)(C)OC(=O)NCC1CCN(S(=O)(=O)Cc2ccccc2)CC1	-2.1%	-10.5%	-2.3%

The whole of this part, previewed entries included:
SMILES	GCN5L2 inh	N370S GC	FEN1 inh
CCOc1cc(NC(=O)c2cnccn2)c(OCC)cc1NC(=O)c1cccc(F)c1	-1.1%	-2.6%	.
COc1ccc(OC)c(S(=O)(=O)N(C(C)=O)c2ccc3oc(=O)sc3c2)c1	-18.2%	-4.7%	6.9%
CSc1ncc(CO)n1Cc1ccccc1	-1.8%	-14.0%	5.6%
Cn1c(=O)n(CCCc2ccccc2)c(=O)c2c1nc1n2CCN1c1ccc(F)cc1	-7.1%	.	-5.7%
CCN(CC)S(=O)(=O)c1cc(C(=O)Oc2cccc(-c3cnc4ccccc4n3)c2)ccc1OC	-4.2%	6.0%	-17.9%
COc1ccc(C(C)=O)c(Oc2ccc(S(=O)(=O)N3CCOCC3)cn2)c1	-0.5%	.	11.6%
CC(C)(C)OC(=O)NCC1CCN(S(=O)(=O)Cc2ccccc2)CC1	-2.1%	-10.5%	-2.3%
O=C1CSC(c2cccs2)N1c1ccccc1 (stereo not drawn)	0.5%	-2.1%	-5.9%
CCOc1ccc(N2CC(c3nc4ccccc4n3Cc3cccc(Cl)c3)CC2=O)cc1 (stereo not drawn)	-12.5%	.	-10.9%
Cc1c(C)n(CCC#N)c2ccccc12	-1.5%	-0.1%	2.9%
CC(C)C[C@H](NC(=O)OC(C)(C)C)C(=O)N1CCC(C(=O)N[C@@H](Cc2ccccc2)C(=O)O)CC1	2.7%	-23.5%	-0.9%
CN(Cc1ccccc1)C(=S)NC(=O)c1ccccc1	-7.6%	3.0%	15.2%
O=C(NCc1csc(-c2ccccc2)n1)c1ccco1	-10.8%	7.7%	0.9%
COC(=O)c1ccc(NC(=O)c2ccccc2N(C)S(C)(=O)=O)cc1	0.0%	-4.2%	-1.2%
CCCNC(=O)CSCc1nc(-c2ccc(SC)cc2)oc1C	-3.7%	-2.1%	-0.1%
COCC(=O)N1CCC(Oc2ccc(C(=O)NCCCn3cccn3)cc2)CC1	-3.4%	11.5%	3.8%
O=C(COC(=O)c1cc(S(=O)(=O)N2CCOCC2)c(Cl)cc1Cl)NC1CC1	0.1%	.	-5.3%
CC1CCCN(C2=C(NS(=O)(=O)c3ccc(Cl)cc3)C(=O)c3ccccc3C2=O)C1 (stereo not drawn)	-8.5%	2.6%	-23.4%
COc1ccc(C(=O)NCC2CCCN2S(=O)(=O)c2cccs2)cc1OC (stereo not drawn)	-1.4%	2.5%	-4.9%
COc1ccc(-c2nnc(SCC(=O)Nc3ccc(C(C)C)cc3)nc2-c2ccc(OC)c(OC)c2)cc1OC	-6.3%	.	6.1%
O=C(O)c1ccc(Cl)c(NC(=S)NC(=O)c2cccc(COc3ccccc3)c2)c1	-24.8%	1.3%	-24.7%
CCc1ccc(-n2c(=O)c3c4c(sc3n(CC(=O)N3CCCCC3CC)c2=O)CCC4)cc1 (stereo not drawn)	-2.1%	.	12.4%
COc1cc(OC)c(-c2nnc(-c3ccc(OC)c(OC)c3OC)o2)cc1OC	-5.7%	-18.3%	2.0%
Cc1cccc(COC[C@H](Cc2ccccc2)N2CCN(C(=O)c3cccc(Cl)c3)CCC2=O)c1	-28.0%	-9.5%	.
CC(=O)c1cc2c(cc1NC(=O)CCNC(=O)c1ccccc1Cl)OCO2	-6.4%	-11.7%	-4.2%
CCCCNC(=O)N1CCc2ccccc2C1	2.2%	-1.1%	2.8%
CCCNC(=O)C(C)n1c2ccccc2c2nc(=O)cc(C)n21 (stereo not drawn)	3.1%	2.7%	.
Cc1ccc(S(=O)(=O)N(C)C)cc1NC(=O)COC(=O)/C=C/c1ccc2c(c1)OCO2	-8.6%	7.9%	-3.6%
O=C(/C=C\c1ccc2c(c1)OCO2)NC1CC(=O)N(c2ccc(F)cc2)C1 (stereo not drawn)	0.6%	.	6.3%
Cc1cc(C)cc(N(C(=O)CCC(=O)Nc2cc(C)on2)C(C(=O)NC2CCCC2)c2ccco2)c1 (stereo not drawn)	0.4%	-8.5%	7.0%
Cc1cccc(CN2CCc3c([nH]c4ccccc34)C2)c1	-7.8%	-11.4%	-6.1%
COc1ccc(-n2c(=O)c(CCc3ccccc3)nc3cncnc32)cc1	-7.7%	-4.7%	.
CN(CC(=O)Nc1ccncc1)S(=O)(=O)c1ccccc1	-2.5%	-2.6%	2.3%
CC12CC(NC(=O)N1c1cccc(C(=O)NCc3ccc4c(c3)OCO4)c1)c1cc(Cl)ccc1O2 (stereo not drawn)	-3.8%	-5.1%	-0.6%
Cc1onc(-c2ccccc2Cl)c1C(=O)Nc1nc2ccc(S(C)(=O)=O)cc2s1	-7.2%	-7.1%	-6.1%
CCOC(=O)c1c(C)c(C(=O)Nc2ccc3c(c2)OCCO3)c(C)n1C	-4.7%	4.3%	9.1%
CCC(=O)N1c2ccccc2CC1C(=O)NCc1cc(OC)ccc1OC (stereo not drawn)	-12.3%	.	1.1%
CCOC(=O)c1cnn(-c2ccccc2)c1NC(=O)CN1CCOCC1	1.0%	6.9%	-6.2%
O=C(CSc1ncn[nH]1)Nc1ccccc1Sc1ccccc1	-1.0%	-3.4%	-25.6%
O=C(CN1C(=O)CCSc2ccc(S(=O)(=O)N3CCCC3)cc21)Nc1cccc(Cl)c1	-10.1%	.	-1.9%
CCCCNC(=O)CN1C(=O)c2cccc(N)c2C1=O	-23.8%	23.0%	3.4%
COc1ccc(C(=S)N2CCCCCC2)cc1	-4.6%	3.0%	-0.9%
CN1CCN(CC(=O)N2c3ccccc3C(C)(c3ccc(Cl)cc3)CC2(C)C)CC1 (stereo not drawn)	-4.9%[0.501 µM]	-14.5%	-7.5%
O=S(=O)(NCc1ccc(Cl)cc1)c1cccc2cccnc12	-17.7%	-8.9%	-17.5%
COc1cc(Nc2ncc3c(n2)CCN(Cc2cccc(C)c2)C3)cc(OC)c1	-2.2%	.	-6.1%
Cc1nc(S(=O)(=O)c2ccc(Br)cc2)nc2c1CCC2	1.2%	-23.9%	2.0%
Cc1ccc(C(=O)NCC(=O)OCC(=O)NC(C)C2CC3CCC2C3)cc1 (stereo not drawn)	-0.7%	?	-4.1%
O=C(CSc1nc(O)c(C2CCCCC2)c(=O)[nH]1)Nc1ccc(Cl)cc1	.	11.2%	-7.4%
O=c1[nH]snc1N1CCOCC1	1.2%	1.8%	5.6%
COc1ccc(-n2ccn(CC(=O)Nc3ccc(OC)cc3OC)c(=O)c2=O)cc1	-5.8%	1.4%	6.5%
CSc1ccccc1NC(=O)CN(C)C(=O)COc1cccc2cccnc12	0.9%	.	2.0%
Cc1ccccc1-n1nc2c(c1NC(=O)c1cc3ccccc3oc1=O)CS(=O)C2 (stereo not drawn)	-9.8%	8.0%	3.1%
Cc1ccc(-c2cn3c4c(=O)n(C)c(=O)n(C)c4nc3n2-c2cccc(Cl)c2)cc1	-0.3%	.	17.3%
Cc1ccccc1OCCSc1nc(N(C)C)nc(N(C)C)n1	-4.6%	5.5%	-13.2%
CCCCCCCN1CCC(=O)N([C@H](CO)Cc2ccccc2)CC1	3.1%	-23.1%	-4.3%&-6.6%
CN(CC(=O)Nc1ccc2c(c1)OCO2)S(=O)(=O)c1ccc2c(c1)CCC(=O)N2	-16.1%	-17.6%	-2.8%
Cc1cccn2c(=O)c(C=Nc3ccc(Cl)cc3)c(NCCO)nc12	-6.6%	8.6%	5.5%
C=C1C(C(=O)N2CCN(C)CC2)C1C(=O)N1CCN(C)CC1 (stereo not drawn)	-4.1%	10.5%	1.7%
O=C(N/N=C/c1ccco1)c1cc(-c2ccc(Cl)s2)[nH]n1	-21.9%	22.6%	-15.5%
CCC(=O)N1c2ccc(S(=O)(=O)CCC(=O)NCCC3=CCCCC3)cc2CC1C (stereo not drawn)	-4.9%	.	-9.4%

Remaining list, next part.
SMILES	GCN5L2 inh	N370S GC	FEN1 inh
Cc1ccc(OCC(=O)Nc2ccc3nc(SCC(=O)N4CCCC4)sc3c2)cc1C	-6.4%	.	-5.1%
CCC1(C(=O)c2ccccc2)C(c2ccc([N+](=O)[O-])cc2)C1(C(=O)OC)C(=O)OC (stereo not drawn)	-3.1%	-10.2%	-8.5%
Cc1ccccc1OCC(O)CN1CCN(C)CC1 (stereo not drawn)	-0.8%	6.7%	-9.9%
COc1cccc(Cn2c(=O)cnc3cnc(Nc4ccccc4)nc32)c1	-12.3%	7.4%	.
COc1ccc(-c2nc3cnc(OC)nc3n(C3CC3)c2=O)cc1	-7.7%	9.0%	.
CCCN(CCC)CCCNC(=O)c1cn(-c2ccc(OC)cc2)c(=O)c2ccccc12	-0.6%	-1.8%	-0.9%
CCN1C(=O)CS/C1=N\S(=O)(=O)c1ccccc1	3.2%	5.6%	-0.9%
O=c1c(-c2ccccc2)c(O)c2cccc3c2n1CCC3	-10.3%	-17.0%	-0.3%
O=S(=O)(c1ccccc1)N1CCN(CCc2ccccc2)CC1	-2.1%	-7.7%	10.3%
CCNC(=O)c1nn(-c2ccccc2C)nc1CO	0.0%	.	0.4%
COc1cc(S(=O)(=O)N2CCOCC2)cc(C(=O)OCC(=O)NCc2ccco2)c1OC	2.9%	.	0.9%
Cn1ncc(C#N)c1/N=C/N(Cc1ccccc1)Cc1ccccc1	-2.4%	6.1%	-14.0%
O=C(Nc1ccccn1)c1ccc2c(c1)S(=O)(=O)c1ccccc1C2=O	-0.3%	1.2%	14.1%
CCOC(=O)C1=C(N)OC2=C(C(=O)CCC2)C1c1ccco1 (stereo not drawn)	8.9%	13.9%	4.9%
CC1=NN(C(N)=S)C(=O)C1N=Nc1ccc(C)cc1C (stereo not drawn)	-4.1%[0.501 µM]	-5.1%	.

Reprinted at random: 3 records from the list.
SMILES	GCN5L2 inh	N370S GC	FEN1 inh
O=c1c(-c2ccccc2)c(O)c2cccc3c2n1CCC3	-10.3%	-17.0%	-0.3%
COc1cccc(Cn2c(=O)cnc3cnc(Nc4ccccc4)nc32)c1	-12.3%	7.4%	.
CCC1(C(=O)c2ccccc2)C(c2ccc([N+](=O)[O-])cc2)C1(C(=O)OC)C(=O)OC (stereo not drawn)	-3.1%	-10.2%	-8.5%

Carrying on.
SMILES	GCN5L2 inh	N370S GC	FEN1 inh
COc1ccc(N2CCN(C(=O)c3ccccc3NC(=O)c3ccccc3)CC2)cc1	-18.0%	-0.3%	2.0%
COc1ccccc1S(=O)(=O)Cc1ccc(C(=O)N2CCN(c3cc(Cl)ccc3C)CC2)o1	-7.7%	.	-25.3%
CC(C)(C)c1ccc(-c2nc(NC(=O)CSc3ncnc4sc5c(c34)CCCC5)ns2)cc1	-5.8%	.	-6.2%
CCN1CCN(CCNC(=O)c2ccc(/C=C3\Sc4ccccc4N(Cc4ccccc4F)C3=O)cc2)CC1	-2.3%	?	-14.1%
O=C(c1noc2c1CCCC2)N1CCCCC1	-15.6%	-13.6%	12.5%
Cc1ccc(NC(=O)c2cnn3c(C(F)F)cc(-c4ccccc4)nc23)c(C)c1	-8.6%	.	3.6%
CCn1c(COc2cccc3ccccc23)nnc1SCC(N)=O	-14.4%	4.0%	3.5%
COc1ccc(NC(=O)CSc2nc3ccccc3c3nc4ccccc4n23)cc1	-5.1%	16.7%	8.7%
CC(C)(C)n1ncc2c(=O)n(Cc3cccc(Cl)c3)cnc21	-3.4%	?	6.0%&-8.1%
CN(Cc1nccn1C)C(=O)c1cc(COc2cccc(C(F)(F)F)c2)on1	-28.4%	?	-17.9%
O=C(NCc1nnc(SCC(=O)N2CCCc3ccccc32)n1-c1ccccc1)c1cccc2ccccc12	-6.6%	12.2%	-5.4%
Cc1cccc(/C=C2/S/C(=N/N=C3\CC4CCC3(C)C4(C)C)NC2=O)c1 (stereo not drawn)	-6.0%	-0.6%	?
c1ccc(-c2nnc(-c3ccncc3)nc2-c2ccccc2)cc1	-3.6%	9.6%	-3.4%
CCCS(=O)(=O)N1CCC(C(=O)NCCc2ccc(OC)c(OC)c2)CC1	2.7%	-3.9%	9.1%
CC1CCN(S(=O)(=O)N2CCN(C(=O)c3ccc4c(c3)OCO4)CC2)CC1	-4.9%	-1.2%	-9.1%
O=C(C1=C(O)C(=O)N(CC2CCCO2)C1c1ccc(Cl)cc1Cl)c1ccco1 (stereo not drawn)	-16.6%	-6.0%	5.3%
CCC(Sc1nc(C)cc(C)n1)C(=O)Nc1ccc(Cl)cn1 (stereo not drawn)	-1.1%	10.7%	9.8%

Rows were taken by chance; about 0.54% have a hit in one of these screens.
